# Salmonella PhoP GFP: Inhibition of PhoP regulon, Salmonella typhi GFP reporter cells, confirmation, 4 h (AID 1850). Salmonella Typhi PhoP-promoter GFP reporter, fluorescence, 4 h; higher % means a stronger effect. actives 0.33% (n = 310,000). inhibition, % at 50 µM; hits with a dose series show IC50 in µM; in the data active means a potency from the dose series; inconclusive means inhibition mostly from about 25% at the one dose, without a potency; inactive means the rest, 99 in 100 with inhibition below about 19%;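 further: 0% = induced wells with vehicle and 100% = uninduced wells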
# tuberculosis growth: growth inhibition of non-replicating M. tuberculosis (AID 488890) | Mycobacterium tuberculosis non-replicating, growth inhibition; higher % means a stronger effect | inhibition, % at 25 µM; hits with a dose series show IC50 in µM | actives 0.39% (n = 320,000); in the data active means a potency from the dose series; inconclusive means inhibition mostly from about 82% at the one dose, without a potency; inactive means the rest, 99 in 100 with inhibition below about 76%;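 further: plate controls were DMSO cells for no effect and high antibiotic wells for full effect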
# H1N1 NS1A inhibition: NS1A inhibition, H1N1 influenza, cell based functional assay (AID 504329); NS1A functional cell-based assay, percent inhibition; higher % means a stronger effect; actives 0.3% (n = 340,000); inhibition, % at 12.5 µM; hits with a dose series show IC50 in µM; in the data active means a potency from the dose series; inconclusive means inhibition above about 27% without an active follow-up result; further: strong numbers were not always called active
# inhibitors of VEEV: inhibitors of VEEV TC-83 cytopathic effect, confirmation, Vero cells (AID 588727); Vero cells, VEEV TC-83 cytopathic effect inhibition; higher % means a stronger effect; inhibition, % at 20 µM; hits with a dose series show IC50 in µM; actives 0.13% (n = 350,000); in the data active means a potency from the dose series; inconclusive means inhibition mostly from about 14% at the one dose, without a potency; inactive means the rest, 99 in 100 with inhibition below about 12%; further: strong numbers were not always called active
# M. tuberculosis HTS: M. tuberculosis growth inhibition, HTS (AID 449762). M. tuberculosis H37Rv growth inhibition, 7H9 media; higher % means a stronger effect. actives 0.59% (n = 330,000). inhibition, % at 25 µM, or IC50 in µM where a hit was titrated; in the data active means a potency from the dose series; inconclusive means inhibition above about 70% without an active follow-up result;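 further: bacterial growth assessed after seven days of incubation; strong numbers were not always called active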
# inhibitors of VEEV 10K pilot screen: second read-out of inhibitors of VEEV, no call of its own (marks repeat the call); inhibition, %; measured here: 10K pilot screen inhibition
# Numbers without * were called inactive; i = inactive; ? = inconclusive; · = not tested or not shown. Outcome played no part in choosing rows; about 1.6% have a hit in one of these screens.
SMILES,Salmonella PhoP GFP,tuberculosis growth,H1N1 NS1A inhibition,inhibitors of VEEV,M. tuberculosis HTS,others
O=C(CCN1C(=O)S/C(=C/c2ccccc2)C1=O)Nc1ccc(C(=O)O)c(O)c1,4%,?,-3%,4.2%,?,
Cc1ccc2nc(-c3ccc(NC(=O)CSCC(=O)O)cc3)sc2c1,3%,17%,-4%,8.5%,4%,
CCOC(=O)N1CCN(C(=O)CSc2nc(C)nc3c2c(=O)n(C)c(=O)n3C)CC1,-5%,9%,-5%,0.4%,-3%,
Cn1c(SCc2ccccc2)nnc1-c1cccs1,-8%,78%,8%,3.8%,1%,
Cc1ccnc(NC(=O)c2cccc(OC(F)F)c2)n1,15%,-11%,4%,1.1%,8%,
COc1ccccc1N1CCN(CCC(=O)Nc2ccc3c(c2)OCO3)CC1,2%,1%,10%,0.8%,-1%,
Cc1cc(C)cc(C(=O)N2CCC(CCC(=O)NC3CC3)CC2)c1,-7%,-3%,-2%,3.0%,0%,
CN1CCOCCOCCOCCN(C)C1=S,10%,-1%,-11%,i,-1%,
CCN(c1ccccc1)S(=O)(=O)c1ccc(C(=O)N(C)Cc2cccs2)cc1,·,50%,-5%,7.3%,-7%,
CCCCN(C(=O)CSc1nc(CCC)cc(=O)[nH]1)c1c(N)n(Cc2ccccc2)c(=O)[nH]c1=O,·,29%,1%,0.9%,1%,
C[C@]12c3[nH]c4ccc(Cl)cc4c3CCN1C(=O)[C@@H](CC(=O)NCCc1ccccn1)C[C@@H]2C(=O)N1CCOCC1,·,·,-19%,i,·,
O=C(COC(=O)c1ccc([N+](=O)[O-])cc1)NCCC1=CCCCC1,·,?,-3%,0.5%,?,
CSc1ccc(C2C(C#N)=C(N)Oc3cc4c(cc32)OCO4)cc1 (centres undefined),4%,-6%,-1%,4.5%,-3%,
COc1cccc(NC(=O)C(OC(=O)c2ccccc2NS(=O)(=O)c2cccs2)c2ccccc2)c1 (centres undefined),-3%,50%,1%,i,5%,
Cc1ccccc1C(=O)NNC(=O)CCC(=O)Nc1cccc(Cl)c1C,-6%,20%,-7%,i,5%,
O=C(CN1C(=O)/C(=C\C=C\c2ccccc2)SC1=S)Nc1ccc(F)cc1,-11%,-2%,1%,0.4%,-3%,
Nc1ccc2nc3c(=O)[nH]c(=S)[nH]c3nc2c1,-274%,-13%,7%,i,-11%,
O=C(Nc1ccccc1)Nc1ccccn1,3%,-6%,-6%,4.9%,-7%,
CN(C)c1ccc(-c2noc(C3CCN(C(=O)Nc4ccc(Cl)cc4)CC3)n2)cc1,1%,-6%,5%,i,-6%,
COCCN(C(=O)CNC(=O)c1cccs1)C(C(=O)NC(C)(C)C)c1ccccc1 (centres undefined),4%,-4%,4%,0.1%,20%,
Cc1cc(C)cc(C(=O)NC(CC(N)=O)c2ccc(NC3CCCC3)c([N+](=O)[O-])c2)c1 (centres undefined),9%,-10%,7%,i,3%,inhibitors of VEEV 10K pilot screen=0.4
COc1ccc(CNC(=O)COC(=O)CC(NC(N)=O)c2ccc(Cl)cc2)cc1OC (centres undefined),·,14%,-13%,2.3%,-12%,
CC(=O)Nc1ccc(C(=O)OCc2ccccc2Br)cc1,13%,76%,-8%,9.9%,4%,
Cc1ccc2c(O)c(C)c(=O)[nH]c2n1,3%,-8%,-4%,1.8%,-4%,
Fc1ccc(-c2nc3c(-c4ccc(Cl)cc4)cnn3cc2CCN2CCOCC2)cc1,1%,8%,-7%,1.5%,9%,

# Next results.
SMILES,Salmonella PhoP GFP,tuberculosis growth,H1N1 NS1A inhibition,inhibitors of VEEV,M. tuberculosis HTS,others
CC1=C(C#N)C2(O)C(=O)c3ccccc3C2(O)N1 (centres undefined),0%,6%,1%,0.5%,9%,
COC(=O)c1ccccc1NC(=O)C1CC(=O)N(c2ccccc2)C1 (centres undefined),0%,-8%,-1%,3.3%,-9%,
Cn1c(=O)c2c(nc(NCc3ccc4c(c3)OCO4)n2C)n(C)c1=O,2%,-2%,5%,i,-3%,
Cc1cc(=O)oc2c(C)c(OC(C)C(=O)NCCCN3CCOCC3)ccc12 (centres undefined),6%,3%,4%,1.7%,-2%,
CCOC(=O)c1c(C)[nH]c(C)c1C(=O)CSc1nc2ccccc2n1CCOC,-8%,11%,6%,2.5%,5%,
N=c1n(CCN2CCOCC2)c2ccccc2n1CC(=O)c1cccc([N+](=O)[O-])c1,-5%,21%,0%,0.6%,5%,
CCCCNC(=O)c1nc2ncc(Br)cn2n1,-3%,14%,-4%,4.0%,-2%,inhibitors of VEEV 10K pilot screen=1.5
Cc1cc(NC(=O)CC#N)n(-c2ccccc2)n1,-11%,-8%,2%,1.5%,-3%,
Cc1nc(CCNC(=O)CC2C(=O)NCCN2Cc2ccccc2F)sc1C (centres undefined),11%,-9%,-5%,0.9%,4%,
CCOC(=O)Cc1cnc(NC(=O)CSc2nc(C)cc(C)n2)s1,-3%,16%,-17%,1.8%,0%,
Cc1cn(CCC(=O)Nc2ccccc2N2CCOCC2)c2ccccc12,-1%,25%,8%,i,6%,
Cc1cc(/C=C\c2ccccc2)nc2ccccc12,8%,18%,-6%,0.9%,?,
O=C(CSc1nnc(-c2ccc(F)cc2)o1)N1CCCCC1,5%,?,-10%,1.8%,?,
O=C(O)Cn1cc(/C=C2\C(=O)NC(=O)N(c3ccc(Br)cc3)C2=O)c2ccccc21,-9%,2%,1%,0.7%,10%,
CC(=O)c1cccc(NC(=O)CSc2nc(=O)n(CCN3CCOCC3)c3c2CCC3)c1,2%,0%,-2%,0.2%,-3%,
COC(=O)C1=NN(C(=O)c2ccccc2)C(C)(O)C1 (centres undefined),-9%,67%,3%,1.2%,4%,
N=c1c2c(-c3ccccc3)c(-c3ccccc3)n(Cc3ccccc3)c2ncn1CCCO,8%,?,8%,i,-6%,
CC(C)Cn1c(N)c(C(=O)COC(=O)c2cccc(F)c2)c(=O)n(C)c1=O,·,·,-1%,2.1%,·,
Cc1cc(C(=O)NC2CCCc3ccccc32)c(C)o1 (centres undefined),-3%,42%,18%,1.4%,14%,
CN(CC(=O)Nc1ccc(S(=O)(=O)N2CCCC2)cc1)Cc1ccc(Cl)c(Cl)c1,10%,41%,4%,6.9%,1%,
O=C(Nc1nnc(S(=O)(=O)N2CCOCC2)s1)c1ccccc1,1%,-6%,4%,1.1%,5%,inhibitors of VEEV 10K pilot screen=0.9
Cc1c(C(=O)N/N=C/c2cccnc2)sc(N)c1C#N,7%,-3%,-15%,1.9%,4%,
Fc1ccc(-c2cn3ccccc3n2)cc1,-7%,19%,-4%,12%,8%,
CCN1CCCc2cc(CN(CCN3CCOCC3)C(=S)Nc3ccccc3C)ccc21,7%,46%,8%,i,1%,
CCOC(=O)C1CCN(C(=O)CCc2nnc3ccc(NCc4ccco4)nn23)CC1,0%,9%,-2%,1.1%,5%,

# Retrieved one by one from the entries so far, six records:
SMILES,Salmonella PhoP GFP,tuberculosis growth,H1N1 NS1A inhibition,inhibitors of VEEV,M. tuberculosis HTS,others
CCOC(=O)c1c(C)[nH]c(C)c1C(=O)CSc1nc2ccccc2n1CCOC,-8%,11%,6%,2.5%,5%,
Cc1cc(C(=O)NC2CCCc3ccccc32)c(C)o1 (centres undefined),-3%,42%,18%,1.4%,14%,
Cc1cc(NC(=O)CC#N)n(-c2ccccc2)n1,-11%,-8%,2%,1.5%,-3%,
CC(=O)c1cccc(NC(=O)CSc2nc(=O)n(CCN3CCOCC3)c3c2CCC3)c1,2%,0%,-2%,0.2%,-3%,
CN(CC(=O)Nc1ccc(S(=O)(=O)N2CCCC2)cc1)Cc1ccc(Cl)c(Cl)c1,10%,41%,4%,6.9%,1%,
Cc1cc(/C=C\c2ccccc2)nc2ccccc12,8%,18%,-6%,0.9%,?,

# Remaining list, next part:
SMILES,Salmonella PhoP GFP,tuberculosis growth,H1N1 NS1A inhibition,inhibitors of VEEV,M. tuberculosis HTS,others
NC(N)=N/N=C/c1ccc(Cl)c(Cl)c1,18%,?,·,37%,0%,
CC(C)[C@H](NC(=O)Cc1ccccc1)C(=O)OCc1cc(=O)n2c(n1)sc1ccccc12,-10%,8%,-7%,0.8%,6%,
C/C(=N\NC(=O)CSc1nc2nc(C)cc(C)n2n1)c1ccccc1,-8%,-2%,-5%,1.6%,-3%,
NC(=O)NC(=O)CSc1nnc(-c2ccco2)n1Cc1ccccc1,-5%,19%,1%,i,1%,
O=C(Nc1cccc(Cl)c1)OCC#CCN1CCCC1,·,·,-18%,i,·,
COc1ccc(/C=C/C(=O)NCCN2CCOCC2)cc1OC,-4%,-2%,-4%,0.3%,-12%,
CC(C)(C)NC(=O)c1ccc(Sc2ccccc2)c([N+](=O)[O-])c1,-4%,9%,4%,2.4%,7%,
Cc1ccc(C(=O)CC(=O)c2ccccc2C)c(O)c1,-13%,?,-9%,i,?,
NC(=O)c1ccsc1NC(=O)COC(=O)c1cccnc1Cl,·,0%,-17%,i,6%,
COCCCNC(=O)Cc1c(C)c2c(cc(C)c3c(C)c(C)oc32)oc1=O,·,·,-13%,0.4%,·,
O=C(O)c1cccnc1Cl,-13%,6%,5%,0.3%,4%,
CCO[C@@H]1OC(C(=O)NCc2ccccc2)=C[C@H](c2coc3ccccc3c2=O)[C@H]1CCCO,2%,10%,-15%,7.4%,-4%,
CCOC(=O)c1[nH]c2ccccc2c1NC(=O)c1ccc(S(=O)(=O)N2CCOCC2)cc1,-10%,·,16%,11%,-7%,
Cc1c(C)c2ccc(OCC(=O)Nc3ccccn3)cc2oc1=O,-3%,-27%,2%,i,-2%,
NC(=O)c1cc2ccccc2o/c1=N/NC(=O)c1cccc(F)c1,-8%,56%,-12%,0.9%,-2%,
Nc1ccc(OC(=O)Nc2ccc(O)cc2)cc1,10%,13%,-12%,i,-4%,
O=C1N(Cc2cccc(Cl)c2)C[C@@H]2C[C@@H](c3ccc4nonc4c3)N3CCC[C@@]123,-5%,21%,-5%,4.2%,5%,
COCCCNC(=S)Nc1ccc(CC(=O)O)cc1,-11%,-19%,3%,1.4%,-3%,
Cc1cccc(NC(=O)C2CCN(C(=O)c3ccco3)CC2)c1C,3%,-3%,3%,i,-5%,
COc1cc(OC)c(S(=O)(=O)Nc2ccc(C(=O)N3CCCC3)cc2)cc1NC(C)=O,-2%,3%,-17%,1.4%,3%,
CC(=O)Nc1cc(C(=O)OCC(=O)c2ccccc2)ccc1C,-7%,6%,1%,0.6%,0%,inhibitors of VEEV 10K pilot screen=0.3
Cc1c(Nc2nc(-c3ccccc3)cs2)c(=O)n(-c2ccccc2)n1C,-7%,-5%,10%,0.3%,1%,
O=C(NCc1cccs1)C(=O)NCC(c1ccco1)N1CCN(c2ccc(F)cc2)CC1 (centres undefined),28%,23%,9%,2.3%,-6%,
Cc1sc2nc(CN3CCN(c4ccc(O)cc4)CC3)[nH]c(=O)c2c1C,-20%,22%,9%,2.2%,8%,
O=[N+]([O-])c1cc([N+](=O)[O-])c2cc3ccccc3nc2c1,-2%,<0.1µM*,3%,8.2%,<0.2µM*,

# Other records
SMILES,Salmonella PhoP GFP,tuberculosis growth,H1N1 NS1A inhibition,inhibitors of VEEV,M. tuberculosis HTS,others
Cc1ccc(CNC(=O)CSc2nnc3c(n2)[nH]c2ccccc23)cc1,-1%,-6%,-3%,i,4%,
O=C(Nc1ccc(C(F)(F)F)cc1)c1ccccc1,·,-8%,2%,0.1%,0%,inhibitors of VEEV 10K pilot screen=0.4
Cc1ccc(/C=N/NC(=O)Cc2ccc(Cl)cc2)s1,-8%,26%,9%,3.0%,6%,
Cc1onc(-c2c(Cl)cccc2Cl)c1C(=O)NC(C)(C)CO,-6%,77%,3%,i,-1%,
O=C(CSCc1ccccc1Cl)Nc1ccc(C(=O)O)cc1,-1%,-16%,0%,i,2%,
Cc1cc(C)c(-c2cc(NC(=O)CSc3nncn3C)n(-c3ccccc3)n2)cc1C,5%,21%,-13%,0.7%,5%,
O=C1C=CC2=C3c4cc(O)c(O)cc4CC3(O)COC2=C1O (centres undefined),·,·,20%,4.3%,·,
O=C(N/N=C/c1ccccc1C(=O)O)c1cc(-c2ccc3c4c(cccc24)CC3)n[nH]1,-9%,24%,0%,1.9%,10%,
COc1cc(OC)cc(-c2nc(-c3ccccc3)no2)c1,-3%,0%,14%,i,-1%,
COc1cc(/C=C/C(=O)N[C@@H](Cc2c[nH]c3ccccc23)C(=O)O)ccc1O,-5%,-19%,-16%,0.1%,-9%,
O=c1[nH]c2ccc(NC(=S)NCCc3ccccc3)cc2[nH]1,-13%,6%,15%,0.6%,8%,
COc1cc(C)ccc1OCCOCCOc1c(C)cc(C)cc1Br,0%,16%,-5%,i,-5%,
CN(C)Cc1cnc2ccc(Cl)cn12,2%,-5%,-4%,i,-2%,
COc1ccc(C2=NS(=O)(=O)N(C)C(C(=O)NCc3ccc(F)cc3)=C2)cc1OC,·,34%,30%,6.7%,3%,

# From PubChem BioAssay
